Screening results (PubChem BioAssay)
AGP1-GFP MLPCN – yeast TOR pathway AGP1-GFP modulation. S. cerevisiae AGP1-GFP multiplex flow cytometry, 3 h; GFP as percent of DMSO wells. GFP response vs DMSO, % at 10 µM. 320,000 compounds, 0.02% hits. AID 2066;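 active = GFP response relative to DMSO above a set limit, near screen average plus 3 SD, cut at about 150% in these data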;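 note: median GFP channel fluorescence of the gated AGP1 strain per well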
proCasp7 act – activates human procaspase-7, counter-screen for procaspase-3 activators. P55210. recombinant procaspase-7, Ac-DEVD-pNA absorbance 405 nm; D23A/D198A/D206A triple mutant, cannot self-cleave; scale: DMSO 0, 5 µM enzyme 100. activation, % at 8.5 µM. 330,000 compounds, 0.093% hits. AID 463210;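 active = percent activation above the screen-wide mean plus 3 SD, cut at about 25% in these data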
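System: Uncleavable procaspase-7 mutant enzyme; Amount: 2 µM procaspase-7 mutant as dispensed; Schedule: 1 h compound preincubation, 2 h substrate cleavage, 25 °C; Measured by: 405 nm absorbance of p-nitroaniline; Evaluation: percent activation from buffer-corrected 0–120 min absorbance change; Control set: low DMSO alone, high DMSO plus 5 µM PC-7.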
LAP4-GFP MLPCN – alters LAP4-GFP fluorescence in TOR pathway yeast screen; 320,000 compounds, 0.34% hits; S. cerevisiae LAP4-GFP multiplex, flow cytometry GFP, 3 h; median GFP as percent of DMSO wells; GFP response vs DMSO, % at 10 µM; AID 2023;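 active = GFP response vs DMSO above a set limit, about the screen mean plus 3 SD, cut at about 150% in these data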
MEP2-GFP yeast – yeast TOR pathway MEP2-GFP modulation; S. cerevisiae MEP2-GFP strain, flow cytometry GFP, 3 h; 100% = DMSO control level; GFP response vs DMSO, % at 10 µM; 330,000 compounds, 0.51% hits; AID 2016;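 active = GFP response versus DMSO above a set limit, roughly screen mean plus 3 SD, cut at about 180% in these data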;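 note: median GFP fluorescence of the barcode-gated MEP2-GFP cells per well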
procasp3 activ – procaspase-3 (human) activation | P42574 | activation, % at 8.5 µM | 330,000 compounds, 0.11% hits | recombinant procaspase-3 D3A, Ac-DEVD-pNA absorbance 405 nm;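 active = activation above the mean of all tested compounds plus 3 SD, cut at about 21% in these data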;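 note: 0% = DMSO alone and 100% = DMSO wells spiked with extra 5 µM PC-3 D3A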
Target sequence (P42574 whole entry D9A/D28A/D175A): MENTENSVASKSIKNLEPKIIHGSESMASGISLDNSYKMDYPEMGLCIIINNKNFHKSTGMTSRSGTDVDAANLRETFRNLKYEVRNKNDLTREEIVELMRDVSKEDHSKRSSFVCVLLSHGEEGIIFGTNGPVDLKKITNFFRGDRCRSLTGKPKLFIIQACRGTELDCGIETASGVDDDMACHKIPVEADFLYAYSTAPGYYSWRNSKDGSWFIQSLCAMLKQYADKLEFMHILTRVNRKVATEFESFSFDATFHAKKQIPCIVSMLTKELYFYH
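Technique: 405 nm absorbance of p-nitroaniline, reads at 0 and 120 min; Test system: Procaspase-3 D3A mutant; Incubation: 1 h enzyme-compound preincubation, then 2 h substrate reaction, 25 °C; Repeats: singlicate, each compound tested once; Benchmarks: low control DMSO wells, high control DMSO plus 5 µM PC-3 D3A.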
AHR act – human AHR activation; P35869; AHR-responsive luciferase reporter cells, luminescence; activation, % at 5 µM; 320,000 compounds, 2.5% hits; AID 2796; in the data active = activation above about 47%;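 note: 0% = vehicle wells and 100% = reference agonist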
Target sequence (P35869 whole entry, looked up): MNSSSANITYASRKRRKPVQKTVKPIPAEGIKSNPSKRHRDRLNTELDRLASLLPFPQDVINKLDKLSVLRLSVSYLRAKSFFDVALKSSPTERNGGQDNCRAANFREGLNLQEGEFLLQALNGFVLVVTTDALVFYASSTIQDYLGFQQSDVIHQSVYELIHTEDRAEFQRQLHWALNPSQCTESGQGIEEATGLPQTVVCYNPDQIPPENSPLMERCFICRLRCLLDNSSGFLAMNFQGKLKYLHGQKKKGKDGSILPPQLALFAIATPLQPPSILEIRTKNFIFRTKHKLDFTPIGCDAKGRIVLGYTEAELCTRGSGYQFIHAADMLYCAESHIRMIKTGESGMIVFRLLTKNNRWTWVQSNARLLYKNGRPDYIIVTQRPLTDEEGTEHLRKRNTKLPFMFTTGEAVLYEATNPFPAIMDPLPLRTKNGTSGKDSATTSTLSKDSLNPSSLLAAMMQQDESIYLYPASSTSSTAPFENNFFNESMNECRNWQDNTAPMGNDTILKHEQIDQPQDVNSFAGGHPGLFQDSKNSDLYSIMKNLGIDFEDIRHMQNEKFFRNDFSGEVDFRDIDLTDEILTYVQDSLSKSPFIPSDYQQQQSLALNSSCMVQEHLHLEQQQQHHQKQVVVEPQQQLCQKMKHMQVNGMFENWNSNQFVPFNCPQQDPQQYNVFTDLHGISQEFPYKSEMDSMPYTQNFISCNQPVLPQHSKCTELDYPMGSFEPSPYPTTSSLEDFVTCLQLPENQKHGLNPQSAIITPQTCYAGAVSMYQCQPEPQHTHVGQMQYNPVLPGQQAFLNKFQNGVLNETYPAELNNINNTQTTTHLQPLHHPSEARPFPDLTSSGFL
RPL19A-GFP yeast – alters RPL19A-GFP fluorescence in TOR pathway yeast screen; S. cerevisiae RPL19A-GFP strain, flow cytometry, 3 h; hits give low values; percent response vs DMSO, % at 10 µM; 330,000 compounds, 0.3% hits; AID 2025;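 active = percent response vs DMSO below 50%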;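 note: median channel GFP fluorescence of the barcoded RPL19A-GFP strain; ratio of sample median GFP to plate DMSO average so 100% = DMSO; lower means less RPL19A-GFP as with rapamycin TOR inhibition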
CIT2 TOR yeast – modulators of TOR pathway CIT2-GFP in S. cerevisiae | S. cerevisiae CIT2-GFP strain, flow cytometry, 3 h; 100 means same as DMSO wells | GFP response vs DMSO, % at 10 µM | 320,000 compounds, 0.065% hits;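 active = GFP response relative to DMSO above a set limit, near the screen mean plus 3 SD, cut at about 150% in these data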;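 note: ratio of well median GFP fluorescence to mean of DMSO wells on the plate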
Starred values were filed as active, the others as inactive; . = not tested or not shown.

Sample of the layout:
#	mol	AGP1-GFP MLPCN	proCasp7 act	LAP4-GFP MLPCN	MEP2-GFP yeast
1	COc1ccc(C(=O)N2CC3(C)C4CCC3(C)C2(C#N)C4)cc1OC (configuration not stated)	113	-6	101	109
2	CCSC(SCC)[C@H](O)[C@@H](O)[C@H](O)[C@H](O)CO	97	-10	104	104

#	procasp3 activ	AHR act	RPL19A-GFP yeast	CIT2 TOR yeast
1	-2	1	106	105
2	8	-4	104	99

All compounds of this part, from the first entry:
#	mol	AGP1-GFP MLPCN	proCasp7 act	LAP4-GFP MLPCN	MEP2-GFP yeast
1	COc1ccc(C(=O)N2CC3(C)C4CCC3(C)C2(C#N)C4)cc1OC (configuration not stated)	113	-6	101	109
2	CCSC(SCC)[C@H](O)[C@@H](O)[C@H](O)[C@H](O)CO	97	-10	104	104
3	N#CCC(=O)Nn1c(=S)[nH]c2ccccc2c1=O	101	-13	97	102
4	CCOC(=O)c1sc2nc(C)nc(SC(C)C(=O)N(C)c3ccccc3)c2c1C (configuration not stated)	89	13	86	90
5	CCOC(=O)c1cnn(-c2ccccc2)c1NC(=O)c1cccs1	96	-1	96	102
6	O=C(NCC1CCCO1)/C(=C\c1ccc(Cl)cc1)NC(=O)c1ccccc1 (configuration not stated)	.	4	105	105
7	CCOC(=O)c1c(NC(=O)C2=C(C)NC(=S)NC2c2ccccc2C(F)(F)F)sc(C)c1C (configuration not stated)	102	3	122	148
8	CCn1c(SCC(=O)Nc2ccc(NC(C)=O)cc2)nc2c([nH]c3ccccc32)c1=O	97	-3	95	89

#	procasp3 activ	AHR act	RPL19A-GFP yeast	CIT2 TOR yeast
1	-2	1	106	105
2	8	-4	104	99
3	-7	-1	99	110
4	-1	-2	89	88
5	4	0	97	102
6	-9	1	100	100
7	9	-1	106	80
8	-9	21	90	88

New compounds follow:
#	mol	AGP1-GFP MLPCN	proCasp7 act	LAP4-GFP MLPCN	MEP2-GFP yeast
9	CC(=O)N1c2ccc(S(=O)(=O)N3CCCC(C(=O)NCc4ccccc4Cl)C3)cc2CC1C (configuration not stated)	97	8	96	95
10	O=c1c2cc(NC(=S)N3CCCC3)ccc2nc2n1CCCCC2	102	0	104	110
11	Cc1ccc(/C=C/C(=O)Nc2sc(C)c(C)c2C(=O)OC(C)C)o1	94	-1	103	99
12	Cc1ccc(S(=O)(=O)CCC(=O)OCc2ccc(Cl)cc2)cc1	105	-2	114	102
13	CC1=CC(C)(C)n2c(O)c(N=N)c3c(C)c(C)cc1c32	105	14	115	101
14	C(=C/c1ccnc2nc(SC/C=C/c3ccccc3)nn12)/c1ccccc1	93	-12	111	100
15	O=C(NCc1cccnc1)Nc1cccc(F)c1	101	-4	103	96
16	O=c1cc(N2CCN(Cc3ccccc3)CC2)[nH]c(=O)n1-c1cccc(C(F)(F)F)c1	99	-1	93	96

#	procasp3 activ	AHR act	RPL19A-GFP yeast	CIT2 TOR yeast
9	7	1	95	93
10	6	0	103	102
11	2	-1	101	88
12	1	0	85	96
13	3	3	98	96
14	2	0	97	93
15	0	3	104	97
16	-3	0	98	103

Next records follow:
#	mol	AGP1-GFP MLPCN	proCasp7 act	LAP4-GFP MLPCN	MEP2-GFP yeast
17	O=C(O)C(Cc1ccccc1-c1ccccc1)C(=O)O	98	-6	103	107
18	Cc1ccc(-c2noc(CCC(=O)NCC3CCN(Cc4cccc(C)c4)CC3)n2)cc1	107	-1	102	120
19	CC(C)CC1Nc2ncnc(N3CCN(c4ccccc4)CC3)c2N(Cc2ccc(Cl)cc2)C1=O (configuration not stated)	81	-3	123	94
20	Cc1cc(C)nc(-n2nc(C)c3c(C(F)(F)F)cc(=O)[nH]c32)n1	106	3	104	102
21	CCOC(=O)N1CCN(c2ncnc3scc(-c4ccccc4)c23)CC1	28	10	98	153
22	COc1ccccc1CNC(=O)CSC1=NCCS1	98	2	104	98
23	CCCCN(C)C(=S)Nc1ccc(Oc2ccccc2)cc1	101	-1	107	100
24	COCCCNC(=O)Cn1cc2c(n1)CCCCC2	107	4	101	105

#	procasp3 activ	AHR act	RPL19A-GFP yeast	CIT2 TOR yeast
17	-1	1	104	100
18	-6	-1	102	99
19	-13	3	97	84
20	2	32	100	104
21	4	8	98	86
22	-5	1	98	97
23	-7	3	103	101
24	2	-1	100	99

Continued:
#	mol	AGP1-GFP MLPCN	proCasp7 act	LAP4-GFP MLPCN	MEP2-GFP yeast
25	CC(=O)Oc1ccc2c(=O)c(N3C(=O)c4ccccc4C3=O)c(C)oc2c1	100	-3	87	99
26	CN(C)S(=O)(=O)n1cc(/C=C(\NC(=O)c2ccccc2F)C(=O)N2CCOCC2)c2ccccc21	98	6	93	100
27	COc1ccc(C)cc1C(=O)CCC(=O)Nc1ccccc1N1CCOCC1	107	2	108	110
28	CCCN1Cc2cccc(C(=O)NCc3ccccc3OC)c2C1=O	101	-1	104	94
29	c1ccc2c(c1)CCN(c1ncnc3c1[nH]c1ccccc13)C2	94	-3	101	101
30	Cc1ccccc1Nc1nc(Cl)c(C=O)s1	86	8	90	88
31	CCCCNC(=O)C1CC(=O)N(CCc2ccc(C)cc2)C1 (configuration not stated)	96	-9	96	100
32	Cc1cccc(NC(=O)CC(=O)Nc2cccc(C)c2)c1	100	-19	104	103

#	procasp3 activ	AHR act	RPL19A-GFP yeast	CIT2 TOR yeast
25	-1	1	105	103
26	-7	2	101	100
27	2	7	103	101
28	11	38	100	105
29	-2	-13	97	92
30	-7	-1	87	88
31	3	0	104	99
32	2	21	98	106

An excerpt from above in order of length of the SMILES, low to high.
#	mol	AGP1-GFP MLPCN	proCasp7 act	LAP4-GFP MLPCN	MEP2-GFP yeast
31	CCCCNC(=O)C1CC(=O)N(CCc2ccc(C)cc2)C1 (configuration not stated)	96	-9	96	100
28	CCCN1Cc2cccc(C(=O)NCc3ccccc3OC)c2C1=O	101	-1	104	94
29	c1ccc2c(c1)CCN(c1ncnc3c1[nH]c1ccccc13)C2	94	-3	101	101
27	COc1ccc(C)cc1C(=O)CCC(=O)Nc1ccccc1N1CCOCC1	107	2	108	110
25	CC(=O)Oc1ccc2c(=O)c(N3C(=O)c4ccccc4C3=O)c(C)oc2c1	100	-3	87	99
26	CN(C)S(=O)(=O)n1cc(/C=C(\NC(=O)c2ccccc2F)C(=O)N2CCOCC2)c2ccccc21	98	6	93	100

#	procasp3 activ	AHR act	RPL19A-GFP yeast	CIT2 TOR yeast
31	3	0	104	99
28	11	38	100	105
29	-2	-13	97	92
27	2	7	103	101
25	-1	1	105	103
26	-7	2	101	100

Next section:
#	mol	AGP1-GFP MLPCN	proCasp7 act	LAP4-GFP MLPCN	MEP2-GFP yeast
33	CCCCc1[nH]c(=O)c(C#N)c2c1CSC(C)(C)C2	115	-2	116	108
34	Cc1ccc(CN2C(=O)[C@@H]3Cc4c([nH]c5ccccc45)C(C)(C)N3C2=O)cc1	85	0	137	93
35	COc1ccc2nc3oc(C(=O)N4CCC(C(N)=O)CC4)cc3cc2c1	104	3	101	113
36	c1ccc(CNc2nc(-c3cccs3)nc3ccccc23)nc1	102	7	96	93
37	CCOC(=O)c1ccc(NC(=O)c2n[nH]c(=O)c3ccccc23)cc1	98	11	98	109
38	CCCN1CCN(CC(O)COC(c2ccc(OC)cc2)c2ccc(OC)cc2)CC1 (configuration not stated)	98	1	100	87
39	N#Cc1c(NC(=O)CSc2ncn(-c3ccccc3)n2)sc2c1CCCC2	101	5	99	100
40	CCCCOC(=O)c1[nH]c2c(c1C)C(=O)CC(c1cc(OC)c(OC)c(OC)c1)C2 (configuration not stated)	94	-2	95	101

#	procasp3 activ	AHR act	RPL19A-GFP yeast	CIT2 TOR yeast
33	0	1	108	108
34	0	2	100	90
35	-9	29	103	102
36	-1	24	98	92
37	16	0	100	103
38	-6	0	98	98
39	-1	4	96	103
40	0	21	97	94

The listing continues:
#	mol	AGP1-GFP MLPCN	proCasp7 act	LAP4-GFP MLPCN	MEP2-GFP yeast
41	CCN(CC)C(=O)CSc1ncnc2c1cnn2-c1ccccc1	93	-3	103	98
42	CCOC(=O)C1CCCN(C(=O)c2ccc3ncsc3c2)C1 (configuration not stated)	104	-5	92	96
43	CC(C)OCCCNS(=O)(=O)c1ccc2c(c1)OCCO2	115	1	105	108
44	CN1CCN(C(=O)C2CCC(=O)N(CCc3cccc(F)c3)C2)CC1 (configuration not stated)	99	-3	95	99
45	CCN(CC)CCN(Cc1cc2cc3c(cc2[nH]c1=O)OCCO3)C(=S)NCC(C)C	105	-1	106	106
46	O=C(O)c1ccc(Cl)c(S(=O)(=O)Nc2ccc(OCc3ccccc3)cc2)c1	104	-1	126	114
47	CCOC(=O)c1ccccc1NC(=O)C1CC(=O)N(C(C)(C)C)C1 (configuration not stated)	104	22	98	109
48	COc1cc2c(cc1OC)CN(S(=O)(=O)c1ccc3c(c1)OCCO3)CC2	109	7	110	107

#	procasp3 activ	AHR act	RPL19A-GFP yeast	CIT2 TOR yeast
41	-6	-2	94	85
42	-11	1	101	104
43	2	0	105	105
44	2	-3	98	90
45	1	9	105	102
46	1	-1	106	103
47	10	1	107	109
48	5	4	105	109

3 entries from above, reformatted.
Order of values – AGP1-GFP MLPCN, proCasp7 act, LAP4-GFP MLPCN, MEP2-GFP yeast, procasp3 activ, AHR act, RPL19A-GFP yeast, CIT2 TOR yeast
44	CN1CCN(C(=O)C2CCC(=O)N(CCc3cccc(F)c3)C2)CC1 (configuration not stated)
    99, -3, 95, 99, 2, -3, 98, 90
45	CCN(CC)CCN(Cc1cc2cc3c(cc2[nH]c1=O)OCCO3)C(=S)NCC(C)C
    105, -1, 106, 106, 1, 9, 105, 102
46	O=C(O)c1ccc(Cl)c(S(=O)(=O)Nc2ccc(OCc3ccccc3)cc2)c1
    104, -1, 126, 114, 1, -1, 106, 103

Continued:
#	mol	AGP1-GFP MLPCN	proCasp7 act	LAP4-GFP MLPCN	MEP2-GFP yeast
49	O=C(NCCC(=O)N1CCN(c2ccccn2)CC1)c1ccc(Cl)cc1	92	1	88	88
50	Cc1ccc(C(O)(CNCc2ccccc2)c2ccccc2)cc1 (configuration not stated)	106	.	95	116
51	CCN(CCCCN1C(=O)c2ccccc2C1=O)c1ccc2c(c1)C(=O)N(C)C2=O	97	-19	104	95
52	CCOC(=O)c1cnc2ccc(C(=O)OC)cc2c1Nc1ccc2c(c1)OCCO2	90	5	101	98
53	CCNc1nc(NC(C)C)nc(N(C#N)CCOc2ccccc2)n1	98	0	101	102
54	CCc1ccc(N(C(=O)C(F)(F)F)C(C(=O)NC2CCCCC2)c2ccncc2)cc1 (configuration not stated)	96	-12	102	102
55	COC(=O)c1ccc(CSc2nc(C(F)(F)F)c3c(c2C#N)CCC3)o1	106	2	117	106
56	CC(C)C(NS(=O)(=O)c1ccc2c(c1)C(C)(C)C(=O)N2C)C(=O)NCc1ccccc1Cl (configuration not stated)	103	2	100	101
57	CCOC(=O)Nc1ccc2c(c1)N(C(=O)CCN1CCN(CCO)CC1)c1ccccc1S2	87	2	88	93
58	COC(=O)C1=C(C(=O)OC)[C@@H]2Nc3ccccc3[C@@]23C[C@@H](C(=O)OC)N(C(=O)NC2CCCCC2)C3=N1	109	10	100	106

#	procasp3 activ	AHR act	RPL19A-GFP yeast	CIT2 TOR yeast
49	9	1	93	85
50	.	.	110	109
51	-5	1	96	94
52	4	2	95	88
53	-4	11	97	103
54	-2	2	102	97
55	-10	-1	97	102
56	6	-1	100	99
57	8	7	90	95
58	12	0	97	103

Not a hit list, and some 3.5% of all compounds hit somewhere here.
